Screening results from PubChem BioAssay.
Giardia FBPA inh: qHTS Assay for Inhibitors of Fructose-1,6-bisphosphate Aldolase from Giardia Lamblia; A8B2U2; purified Giardia FBPA; Potency, µM (top dose mostly 59.6 µM), inactives show at the highest dose activity, negative = inhibition, actives largely listed as inhibitors; actives 0.71% (n = 290,000); AID 2451, 2010; further: potency means the concentration at half of the fitted maximal effect; nearly all actives have a fitted effect of over 55% in size
Target sequence (A8B2U2 whole entry, looked up): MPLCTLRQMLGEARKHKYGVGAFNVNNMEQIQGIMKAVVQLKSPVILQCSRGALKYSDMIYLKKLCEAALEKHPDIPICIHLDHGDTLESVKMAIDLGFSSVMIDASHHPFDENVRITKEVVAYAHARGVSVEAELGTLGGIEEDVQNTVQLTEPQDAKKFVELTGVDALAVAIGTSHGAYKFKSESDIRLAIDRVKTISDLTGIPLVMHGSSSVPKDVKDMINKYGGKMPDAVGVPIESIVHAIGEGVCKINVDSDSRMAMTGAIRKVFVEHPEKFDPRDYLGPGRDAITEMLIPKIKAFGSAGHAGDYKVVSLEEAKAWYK
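40 nM FBPA preincubated 10 min at RT with compound (up to 57.5 uM final), then substrate plus GAPDH/TPI/NAD/arsenate coupling and diaphorase/resazurin added. Fluorescence read after 20 min at RT, 525/598 nm.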
AmpC inh detg: qHTS Inhibitors of AmpC Beta-Lactamase (assay with detergent) | P00811 | AmpC hydrolysis of nitrocefin, absorbance 480 nm, 0.01% Triton | Potency, µM (doses to about 114 µM), for the others: at the top dose activity change, negative = inhibition, hits mostly inhibitors | actives 0.041% (n = 370,000) | AID 485294, 2010;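 further: potency means the concentration at half of the fitted maximal effect; 0% = no-compound wells and -100% = no-enzyme wells; nearly all actives have a fitted effect of over 25% in size; some results filed as inactive show a strong effect at the top dose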
Target sequence (P00811 whole entry, looked up): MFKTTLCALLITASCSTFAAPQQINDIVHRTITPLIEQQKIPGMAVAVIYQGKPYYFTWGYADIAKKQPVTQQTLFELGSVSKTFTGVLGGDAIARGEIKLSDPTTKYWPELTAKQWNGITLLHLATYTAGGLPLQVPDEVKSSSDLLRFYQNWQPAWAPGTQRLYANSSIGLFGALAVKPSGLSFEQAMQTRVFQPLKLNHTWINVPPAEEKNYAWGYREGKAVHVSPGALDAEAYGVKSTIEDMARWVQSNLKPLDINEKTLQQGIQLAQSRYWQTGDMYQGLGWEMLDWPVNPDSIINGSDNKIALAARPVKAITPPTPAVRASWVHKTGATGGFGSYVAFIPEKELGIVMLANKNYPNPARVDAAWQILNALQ
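AmpC (5.3 nM in the dispensed reagent) in 20 mM phosphate pH 7.0 with 0.01% (detergent screen) or 0.0001% Triton X-100 was preincubated with compounds for 15 min at room temperature. Nitrocefin was then added from an 800 uM solution, and hydrolysis was followed at 480 nm.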
Sm TGR inh: qHTS Assay for the Inhibitors of Schistosoma Mansoni Peroxiredoxins; actives 3% (n = 360,000); Potency, µM (series often up to 114 µM), for inactives: at the top dose activity change, negative = inhibition, usual class: inhibitors; Schistosoma mansoni thioredoxin glutathione reductase (TGR), Q962Y6; purified TGR, DTNB reduction, TNB absorbance 405 nm; further: potency means the concentration at half of the fitted maximal effect; nearly all actives have a fitted effect of over 60% in size
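First, TGR (20 nM dispensed) and NADPH were mixed with compound. Second, a 15 min room-temperature incubation followed. Third, further NADPH and then DTNB were added to start the reaction. Finally, TNB absorbance was monitored kinetically.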
HCMV inh: qHTS Assay for inhibitors of the human cytomegalovirus (HCMV) | AID 1259415, 2018 | activity change, negative = inhibition, % at 57.5 µM | actives 4.5% (n = 410,000) | HFF cells, HCMV-luciferase reporter, 72 h; hits give low values; in the data active means activity change below about -60%; inconclusive means no clear call, values can overlap the other calls; inactive means above about -39%
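Human foreskin fibroblasts infected with luciferase-reporter HCMV at MOI 1 PFU/cell, compounds at two doses. Luciferase measured 72 h post infection; normalized to buffer-only basal and Salinomycin (10uM) controls.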
HCV inh: qHTS Assay for Inhibitors of Hepatitis C Virus (HCV). actives 3.4% (n = 340,000). AID 651820, 2012. Huh7.5.1 HCVcc-Cre infection, luciferase reporter, 44 h. Potency, µM (doses to about 41.8 µM), inactives show top-dose activity change, negative = inhibition, hits mostly inhibitors; further: potency means the concentration at half of the fitted maximal effect
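Compounds are dispensed onto cells plated 4 h earlier at 1,000 per well, with HCVcc-Cre virus (about 0.5 moi) added next. Following 44 h of culture, luminescent signal is measured for 15 sec after 15 min with substrate at room temperature.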
AMA1-RON2 inh: qHTS for Inhibitors of AMA1-RON; Towards Development of Antimalarial Drug Lead: Primary Screen; Potency, µM (highest dose often 58.2 µM), without a hit: at the top dose activity change, negative = inhibition, actives largely listed as inhibitors; AlphaScreen AMA1-biotinylated RON2 peptide binding; Plasmodium falciparum AMA1 (3D7) - RON2 peptide interaction; actives 0.2% (n = 360,000); AID 720542, 2013;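 further: potency means the concentration at half of the fitted maximal effect; 0% = vehicle wells and -100% = peptide control; nearly all actives have a fitted effect of over 45% in size; some results filed as inactive show a strong effect at the top dose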
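AMA1 (3D7) with his tag at 25 nM final met compounds first, then biotinylated RON2 peptide at 25 nM; detection used donor plus acceptor beads, 10 µg/mL apiece, read by AlphaScreen after 30 min at room temperature.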
Starred values were filed as active, the others as inactive; u = inconclusive; x = not tested or not shown; [ ] = another dose, or the depositor's remark. Unless noted, the call rests on the fitted dose curve; in most records, active means well fitted curve in the direction sought with a large enough effect; inconclusive means small, poorly fitted or top-dose-only effect, or another doubt; inactive means no such curve, though single readings can be large; an effect the other way counts as inactive or inconclusive. Unless noted, on the % scale 0 is the no-effect control and ±100 the full control effect. Compounds were not picked by outcome; overall some 9.3% were active at least once.

Short keys: A = Giardia FBPA inh; B = AmpC inh detg; C = Sm TGR inh; D = HCMV inh; E = HCV inh; F = AMA1-RON2 inh
1: COc1cccc(C(=O)Nc2ccc(NC(=O)C3CC=CCC3C(=O)O)cc2)c1 (stereo unspecified)
  A: x | B: -11.4% | C: 4.5% | D: -2.1 | E: 20.5% | F: 25.7%

2: CCOC(=O)c1noc2ncnc(Nc3ccc(C)c(F)c3)c12
  A: x | B: 20.8% | C: 6.2% | D: 12.4 | E: x | F: x

3: Cc1ccc(C(=O)N/C(=C\c2ccc(C(C)C)cc2)C(=O)NCCCN2CCOCC2)cc1
  A: 8.3% | B: 2.0% | C: 0.4% | D: -1.0 | E: u | F: -22.8%

4: CN(CC(O)COc1ccccc1F)C1CCCCC1 (stereo unspecified)
  A: 1.6% | B: -8.6% | C: -0.5% | D: 10.9 | E: 1.6% | F: 1.4%

5: COc1ccc(-n2c(=O)c3c4c(sc3n(Cc3ccc(F)cc3)c2=O)CCCC4)c(OC)c1
  A: x | B: 9.0% | C: -3.2% | D: -8.7 | E: x | F: x

6: NC(=O)C(=O)NCCCN1CCOCC1
  A: 10.2% | B: 1.2% | C: -2.4% | D: 9.4 | E: 5.4% | F: -1.0%

7: CCCCNC(=O)CN(c1cccc(Br)c1)S(C)(=O)=O
  A: 0.0% | B: -2.9% | C: -5.0% | D: -25.0 | E: 4.9% | F: -0.2%

8: O=C(Nc1ccc2oc(-c3ccc4ccccc4c3)nc2c1)c1ccc2c(c1)OCCO2
  A: 1.1% | B: -10.5% | C: 0.1% | D: -24.7 | E: u | F: u

9: COc1c(C)cc(Br)cc1C(=O)Nc1cccc(NC(=O)c2ccco2)c1
  A: 0.7% | B: -2.6% | C: 8.1% | D: -15.1 | E: 6.31µM* | F: 0.7%

10: Cc1cccc(N(C)S(=O)(=O)c2nnc(NC(=O)C3CCCCC3)s2)c1
  A: x | B: 3.4% | C: 1.8% | D: -0.7 | E: x | F: x

11: Cc1ccccc1OCC(=O)NNC(=S)NC(=O)c1ccco1
  A: u | B: 1.4% | C: 4.1% | D: -22.8 | E: u | F: 54.8%[activator]

12: C#CCOCCOCCOCCNc1nc(N2CCN(C(=O)CCCCCCCCCCNC(=O)[C@H](CCCCN)n3cc(CCO)nn3)CC2)nc(N2CCN(C(=O)CCCCCCCCCCNC(=O)[C@@H]([C@H](C)O)n3cc(C)nn3)CC2)n1
  A: x | B: 6.3% | C: 17.8µM* | D: x | E: -12.8% | F: -14.9%

13: Cc1ccc(S(=O)(=O)N2CCC(C(=O)OCC(=O)N3CC(=O)Nc4ccccc43)CC2)cc1
  A: 4.4% | B: -11.3% | C: 5.7% | D: 27.7 | E: 21.0% | F: -4.7%

14: COc1ccc(C(=O)N2CCN(c3ccccc3)CC2)cc1S(=O)(=O)NC1CC1
  A: x | B: u | C: 4.1% | D: -15.7 | E: -13.7% | F: 3.9%

15: CC(C)NC(=O)COc1ccc(S(=O)(=O)N(C)Cc2ccccc2)cc1
  A: 4.9% | B: -6.2% | C: 3.0% | D: -16.9 | E: -27.6% | F: 3.8%

14 neighbouring entries out of the list so far, for reference:
Short keys: A = Giardia FBPA inh; B = AmpC inh detg; C = Sm TGR inh; D = HCMV inh; E = HCV inh; F = AMA1-RON2 inh
1: COc1cccc(C(=O)Nc2ccc(NC(=O)C3CC=CCC3C(=O)O)cc2)c1 (stereo unspecified)
  A: x | B: -11.4% | C: 4.5% | D: -2.1 | E: 20.5% | F: 25.7%

2: CCOC(=O)c1noc2ncnc(Nc3ccc(C)c(F)c3)c12
  A: x | B: 20.8% | C: 6.2% | D: 12.4 | E: x | F: x

3: Cc1ccc(C(=O)N/C(=C\c2ccc(C(C)C)cc2)C(=O)NCCCN2CCOCC2)cc1
  A: 8.3% | B: 2.0% | C: 0.4% | D: -1.0 | E: u | F: -22.8%

4: CN(CC(O)COc1ccccc1F)C1CCCCC1 (stereo unspecified)
  A: 1.6% | B: -8.6% | C: -0.5% | D: 10.9 | E: 1.6% | F: 1.4%

5: COc1ccc(-n2c(=O)c3c4c(sc3n(Cc3ccc(F)cc3)c2=O)CCCC4)c(OC)c1
  A: x | B: 9.0% | C: -3.2% | D: -8.7 | E: x | F: x

6: NC(=O)C(=O)NCCCN1CCOCC1
  A: 10.2% | B: 1.2% | C: -2.4% | D: 9.4 | E: 5.4% | F: -1.0%

7: CCCCNC(=O)CN(c1cccc(Br)c1)S(C)(=O)=O
  A: 0.0% | B: -2.9% | C: -5.0% | D: -25.0 | E: 4.9% | F: -0.2%

8: O=C(Nc1ccc2oc(-c3ccc4ccccc4c3)nc2c1)c1ccc2c(c1)OCCO2
  A: 1.1% | B: -10.5% | C: 0.1% | D: -24.7 | E: u | F: u

9: COc1c(C)cc(Br)cc1C(=O)Nc1cccc(NC(=O)c2ccco2)c1
  A: 0.7% | B: -2.6% | C: 8.1% | D: -15.1 | E: 6.31µM* | F: 0.7%

10: Cc1cccc(N(C)S(=O)(=O)c2nnc(NC(=O)C3CCCCC3)s2)c1
  A: x | B: 3.4% | C: 1.8% | D: -0.7 | E: x | F: x

11: Cc1ccccc1OCC(=O)NNC(=S)NC(=O)c1ccco1
  A: u | B: 1.4% | C: 4.1% | D: -22.8 | E: u | F: 54.8%[activator]

12: C#CCOCCOCCOCCNc1nc(N2CCN(C(=O)CCCCCCCCCCNC(=O)[C@H](CCCCN)n3cc(CCO)nn3)CC2)nc(N2CCN(C(=O)CCCCCCCCCCNC(=O)[C@@H]([C@H](C)O)n3cc(C)nn3)CC2)n1
  A: x | B: 6.3% | C: 17.8µM* | D: x | E: -12.8% | F: -14.9%

13: Cc1ccc(S(=O)(=O)N2CCC(C(=O)OCC(=O)N3CC(=O)Nc4ccccc43)CC2)cc1
  A: 4.4% | B: -11.3% | C: 5.7% | D: 27.7 | E: 21.0% | F: -4.7%

14: COc1ccc(C(=O)N2CCN(c3ccccc3)CC2)cc1S(=O)(=O)NC1CC1
  A: x | B: u | C: 4.1% | D: -15.7 | E: -13.7% | F: 3.9%

(next part)
Short keys: A = Giardia FBPA inh; B = AmpC inh detg; C = Sm TGR inh; D = HCMV inh; E = HCV inh; F = AMA1-RON2 inh
16: NS(=O)(=O)c1ccc(CNC(=O)CCS(=O)(=O)Cc2ccccc2)cc1
  A: -5.7% | B: u | C: -5.8% | D: -35.1 | E: 21.2% | F: 14.6%

17: Cc1ccc(NC(=O)c2ncn(CC(=O)N3CCN(c4ccccn4)CC3)n2)cc1C
  A: x | B: x | C: x | D: 16.8 | E: 7.5% | F: 2.2%

18: CCCCC(=O)Nc1cccc(NC(=S)NC(=O)C(C)C)c1
  A: 6.4% | B: -6.6% | C: -33.3% | D: -23.1 | E: -15.3% | F: -1.7%

19: CCOc1cc2[nH]c(=O)n(CCC(=O)NCc3ccc(OC)cc3)c(=O)c2cc1OCC
  A: 10.0% | B: -9.6% | C: 5.8% | D: 16.9 | E: -10.3% | F: -13.7%

20: Cn1cnc([N+](=O)[O-])c1S(=O)(=O)Nc1ccccc1
  A: x | B: x | C: x | D: 121.2 | E: u | F: 11.5%

21: CSc1nc(NC(C)=O)nc(C)c1Cl
  A: 2.8% | B: -15.2% | C: -1.1% | D: -17.8 | E: 10.1% | F: -18.6%

22: Cc1ccc(OCC(=O)Nc2ccc3nc(SCC(=O)N(C)c4ccccc4)sc3c2)cc1
  A: x | B: 11.5% | C: 3.2% | D: -28.4 | E: x | F: x

23: C/C=C/C(=O)Nc1cccc(C2=NOC3(C2)C[C@H](C(N)=O)N(C(=O)/C=C/C)C3)c1 (stereo partly specified)
  A: -10.9% | B: -3.2% | C: 1.7% | D: 2.6 | E: -5.9% | F: 6.0%

24: O=C(/C=C/c1ccc(Cl)cc1)N1CCC(c2nc3ccccc3o2)CC1
  A: x | B: 15.0% | C: 0.3% | D: -28.3 | E: x | F: x

25: CCOc1ccccc1CNC(=O)CCCN1C(=O)c2cccnc2Oc2ccc(Cl)cc21
  A: x | B: 1.2% | C: 1.4% | D: 0.0 | E: x | F: x

26: O=C(Cc1c(C(=O)O)[nH]c2ccccc12)Nc1cccc(C(F)(F)F)c1
  A: x | B: 1.3% | C: -4.4% | D: -1.5 | E: x | F: x

27: CCC(C)Oc1ccc(C(=O)Nc2ccc(CN3CCOCC3)cc2)cc1 (stereo unspecified)
  A: 10.1% | B: -14.3% | C: 3.0% | D: -79.6* | E: 25.1µM* | F: -5.6%

28: CCNC(=O)CCS(=O)(=O)c1ccc2ccccc2c1
  A: -4.3% | B: 0.3% | C: -29.6% | D: -9.1 | E: 14.0% | F: 9.8%

29: Cc1cc(C)cc(Nc2cc(C(=O)NCCCN(Cc3ccccc3)C(C)C)c3ccccc3n2)c1
  A: x | B: 1.5% | C: -3.9% | D: -26.7 | E: x | F: x

30: O=C(c1ccccc1)N1CCN(c2ccc(Cl)cc2)CC1
  A: 12.4% | B: -13.4% | C: -2.6% | D: u | E: 6.8% | F: 2.6%

31: O=C(Cn1c(=O)nc(-c2ccccc2)c2cc(Cl)ccc21)NCCc1ccc(Cl)cc1
  A: x | B: 22.3% | C: 8.2% | D: -20.1 | E: x | F: x

32: O=C(COC(=O)c1ccc[n+]([O-])c1)Nc1ccc(Cl)cc1[N+](=O)[O-]
  A: x | B: -2.2% | C: -11.2% | D: -6.0 | E: 5.9% | F: -11.2%

33: Cc1ccc(CCNC(=O)c2ccc3c(Cl)c4c(nc3c2)CCCC4)cc1
  A: x | B: 19.5% | C: -1.9% | D: -23.8 | E: x | F: x

34: COc1ccc(-c2c(C#Cc3ccsc3)c3cc(-c4ccc5c(c4)OCCO5)ccc3n2C)cc1
  A: x | B: x | C: x | D: -2.7 | E: 11.0% | F: 6.7%
